IDE cell inh – inhibitors of human insulin-degrading enzyme in cells; 320,000 compounds, 0.41% hits; inhibition, % at 5.59 µM; HEK cells, FAbetaB cleavage, fluorescence polarization;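 active = percent inhibition above the average of all tested compounds plus 3 SD, set per screening campaign, cut at about 16% in these data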;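 note: IDE supplied by intact live HEK cells; FP after avidin binding of uncleaved biotin substrate so inhibition keeps polarization high; 0% = DMSO wells and 100% = 60 µM reference IDE inhibitor Ii1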
Target sequence (P14735 whole entry, looked up): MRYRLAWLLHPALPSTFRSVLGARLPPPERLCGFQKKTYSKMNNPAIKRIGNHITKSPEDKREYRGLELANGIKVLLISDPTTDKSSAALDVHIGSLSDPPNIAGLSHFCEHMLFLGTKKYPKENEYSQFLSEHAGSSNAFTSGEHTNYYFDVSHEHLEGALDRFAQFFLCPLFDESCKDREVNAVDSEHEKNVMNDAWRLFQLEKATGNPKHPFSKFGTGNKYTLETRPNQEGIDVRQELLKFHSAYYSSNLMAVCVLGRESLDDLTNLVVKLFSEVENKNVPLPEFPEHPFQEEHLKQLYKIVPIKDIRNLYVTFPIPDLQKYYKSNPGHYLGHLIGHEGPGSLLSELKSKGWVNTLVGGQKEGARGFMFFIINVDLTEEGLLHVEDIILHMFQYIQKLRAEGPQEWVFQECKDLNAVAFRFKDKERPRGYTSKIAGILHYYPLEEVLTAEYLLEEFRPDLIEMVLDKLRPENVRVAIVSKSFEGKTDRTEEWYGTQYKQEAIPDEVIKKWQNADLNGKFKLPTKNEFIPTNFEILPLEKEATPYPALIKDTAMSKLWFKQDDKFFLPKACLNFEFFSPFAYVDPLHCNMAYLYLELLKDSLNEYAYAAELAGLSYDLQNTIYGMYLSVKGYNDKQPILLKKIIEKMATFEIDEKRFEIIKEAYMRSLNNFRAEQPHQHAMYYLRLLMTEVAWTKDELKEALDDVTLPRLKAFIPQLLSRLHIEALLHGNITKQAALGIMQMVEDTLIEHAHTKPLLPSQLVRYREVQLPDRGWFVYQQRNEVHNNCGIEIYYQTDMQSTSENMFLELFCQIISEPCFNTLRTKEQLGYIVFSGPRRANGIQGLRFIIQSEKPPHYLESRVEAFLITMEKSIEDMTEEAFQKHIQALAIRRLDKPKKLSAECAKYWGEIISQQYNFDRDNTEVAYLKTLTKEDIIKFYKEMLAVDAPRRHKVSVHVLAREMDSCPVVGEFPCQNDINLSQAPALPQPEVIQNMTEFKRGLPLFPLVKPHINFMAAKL
PHOSPHO1 inh – PHOSPHO1 (human) inhibition. 290,000 compounds, 1.1% hits. AID 1565. recombinant PHOSPHO1, absorbance phosphatase assay. Q8TCT1. inhibition, % at 13.3 µM; in the data active = inhibition above about 60%
CRFBP-R2 agonist – CRF-BP/CRF-R2 complex agonism. 350,000 compounds, 0.46% hits. HEK293 CRF-R2/CRF-BP, calcium dye fluorescence (FLIPR); percent of saturating CRF peptide response. activation, % at 13.2 µM;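 active = activation of at least 50%, plus an integration ratio under a set limit after plate pattern correction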;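 note: plate controls were neutral control wells without compound for no effect and CRF at EC100 for full effect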
p-CIP stab down – compounds decreasing mouse p/CIP protein stability; Q05BA5; F442A p/CIP-EGFP cells, EGFP fluorescence, 16 h; decrease of EGFP signal, % at 10 µM; 290,000 compounds, 0.01% hits;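 active = EGFP signal decrease of at least 30% at 10 µM or well 3 SD below plate mean, unless failing retest; inactive = the rest, including hits failing retest or dose response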; note: some compounds called inactive have numbers as strong as hits; many of its hits are not listed in these tables
M4 PAM – potentiates acetylcholine response at human M4 receptor; P08173; CHO-K1 hM4/Gqi5, Fluo-8 calcium fluorescence, ACh EC20; 0% = ACh EC20, 100% = maximal ACh; activation, % at 3 µM; 360,000 compounds, 0.4% hits;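 active = activation above its plate's cutoff, the mean activation of sample wells plus 3 SD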; note: some results filed as inactive read as strong as hits
GalR3 antagonist – blocks the human galanin receptor 3; O60755; HEK293 GalR3-CNG cAMP membrane potential fluorescence; galR3 body fused to GalR1 C-terminus; inhibition, % at 3 µM; 360,000 compounds, 0.44% hits; AID 651719;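 active = inhibition above the screen-wide average plus 3 SD, cut at about 13% in these data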;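 note: forskolin and galanin both at EC90 stimulate the cells; cAMP rise reported by CNG channel membrane potential dye signal; 0% = forskolin plus galanin with DMSO and 100% = forskolin alone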
CRFR2-BP antag – blocks CRF-induced signaling of the CRF-BP/CRF-R2 complex; HEK293 CRF-R2/CRF-BP, CRF-induced calcium fluorescence; inhibition, % at 11.8 µM; 350,000 compounds, 0.59% hits;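 active = inhibition of the ligand-induced calcium signal above about 50% at the single tested concentration, limit read from the data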
IDE act – activators of human insulin-degrading enzyme in cells | AID 493087 | 340,000 compounds, 0.073% hits | P14735 | activation, % at 5.96 µM | HEK cells, FAbeta-B cleavage, fluorescence polarization; 0% vehicle, 100% cell-free pure enzyme wells;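 active = activation above the mean of all tested compounds plus 3 SD, set per screening campaign, cut at about 17% in these data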
MEKK3 PB1 HTS – MEKK3-MEK5 PB1 interaction, increase or decrease | binding response (% of control), % at 10 µM | bead-based flow cytometry, Alexa488-MEK5 binding to MEKK3; actives lie on both sides; 0 = blocked by unlabeled MEK5, 100 = vehicle | 290,000 compounds, 1.4% hits;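 active = binding response more than 3 SD above or below the average of its plate-row segment, actives on both sides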;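 note: Alexa488 bead fluorescence after subtracting the streptavidin-only scavenger bead signal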
Active calls of the source: *; x = no result given.

SMILES	IDE cell inh	PHOSPHO1 inh	CRFBP-R2 agonist	p-CIP stab down	M4 PAM	GalR3 antagonist	CRFR2-BP antag	IDE act	MEKK3 PB1 HTS
O=C(Nc1ccccc1OC(F)(F)F)c1ccc([N+](=O)[O-])cc1	9	34	-0.9	-14	5	2	-37	4	102
CC(C)(C)c1ccc(C(=O)NCc2cccnc2)cc1	-1	-6	-1.1	-20	-1	-6	-6	2	99
CSc1ccccc1C(=O)Nc1c(C)cccc1C	-3	46	0.5	-6	16	-3	6	-2	105
COC(=O)c1ccccc1S(=O)(=O)N1CCC(C(=O)OC(C)C(=O)Nc2ccc(NC(C)=O)cc2)CC1 (centres undefined)	5	8	-1.3	-5	4	-2	-21	2	101
O=C(CNCCC1=CCCCC1)Nc1ccccc1N1CCCCC1	6	14	-1.7	-7	-2	-2	-53	5	100
CCOC(=O)Cc1csc(NC(=O)c2c(-c3ccccc3)noc2C)n1	-3	-18	0.9	3	2	-3	-21	-1	107
O=C(O)CSCC(=O)Nc1ccccc1	3	x	-0.2	x	4	-4	-12	3	102
O=C(NN1C(=O)C2CC=C(Cl)CC2C1=O)c1ccncc1 (centres undefined)	-3	17	-1.9	-8	2	-2	-9	-1	101
O=C1CC(=O)N(Cc2cccs2)C(=O)N1	9	-14	3.1	-17	4	-3	-23	-1	105
Cc1ccc(C(=O)/C=C/Nc2ccccc2C(N)=O)cc1	2	30	-1.2	-8	5	0	43	-3	88
Cc1nc(SCC(=O)c2ccccc2)c([N+](=O)[O-])[nH]1	-1	16	-0.9	4	5	-3	11	1	101
CCCN(CC1CC1)C(=O)COc1ccccc1C(=O)NCc1ccccc1	-2	6	0.2	-6	1	-2	9	8	99
CON(C)C(=O)CCC1CCCN1C(=O)OC(C)(C)C (centres undefined)	0	x	-0.9	x	0	x	-11	1	x
Nn1c(-c2ccccc2Cl)nnc1-c1ccccc1Cl	5	-8	-0.6	9	3	1	12	0	98
NC(=O)C1(N2CCCCC2)CCN(C(=O)c2cc(COc3c(F)cccc3F)on2)CC1	x	x	1.1	x	6	-7	-2	x	x
CCOC(=O)C(CCC#N)(CCC#N)C(=O)OCC	-4	13	1.1	-1	2	-2	-6	1	100
CCN(Cc1ccc(OC)c(COC)c1)CC1CCCN(CCc2cccc(OC)c2)C1 (centres undefined)	-2	x	-0.8	8	-9	-4	8	2	110
Cc1cc2c(NS(=O)(=O)c3ccc(F)cc3)cccc2nn1	1	16	-0.5	-3	4	-6	113*	x	102
O=C(C1CCN(S(=O)(=O)c2ccc3c(c2)OCCO3)CC1)N1CCc2ccccc21	-4	20	-0.6	1	10	-7	-16	-3	86
O=C(Nc1ccccc1)c1cc(S(=O)(=O)N2CCCCC2)ccc1N1CCOCC1	-1	x	-0.4	x	0	0	9	2	x
O=C(CSc1nc(-c2ccc(F)cc2)cs1)N1CCOCC1	5	-6	-0.7	-4	-4	0	2	2	96
C=CCSc1nc2sc3c(c2c(=O)n1CC=C)CCc1ccccc1-3	-2	-12	2.1	-11	19	1	-6	8	101
CCCCn1c(N)c(N(CCOC)C(=O)c2cccc(S(=O)(=O)N3CCCCC3)c2)c(=O)[nH]c1=O	6	x	7.0	x	14	6	23	4	x
CN(C)CCCn1c2c(c(SCC(=O)Nc3nccs3)nc1=O)CCC2	-3	x	1.4	x	1	-3	0	6	x
CCCn1c(Cc2ccccc2)nnc1SC(C)C(=O)NC1CC1 (centres undefined)	-3	x	0.7	x	6	-1	-5	3	x
Other records
SMILES	IDE cell inh	PHOSPHO1 inh	CRFBP-R2 agonist	p-CIP stab down	M4 PAM	GalR3 antagonist	CRFR2-BP antag	IDE act	MEKK3 PB1 HTS
CCOc1ccc(CCNC(=O)COC(=O)CSc2ccccc2C)cc1OCC	7	29	-0.2	12	-3	0	-1	3	102
CCC(OC(=O)c1ccco1)C(=O)NCc1ccco1 (centres undefined)	-1	25	1.6	-12	2	-7	-10	5	83
CCOC(=O)C1=C(CN2CCSCC2)NC(=O)NC1c1cc(C)ccc1C (centres undefined)	-3	14	-5.3	-14	-4	-5	-45	-6	101
Cc1ccccc1Nc1nnc(SCC(=O)Nc2ccccc2[N+](=O)[O-])s1	2	-7	-0.7	-4	-5	-5	-4	3	133*
CC(C)(C)OC(=O)CNC(=O)c1nc[nH]c1C(=O)N1CCNCC1	0	x	-1.0	x	6	-6	4	1	x
CCC1(C)CC(c2nc(-c3ccc(OC)cc3)cs2)CCS1 (centres undefined)	2	-1	2.5	-2	5	-4	-28	-3	99
Cc1cc(C(=O)NCc2ccco2)cs1	5	-4	-0.2	-3	8	-7	0	9	99
CC(=O)c1sc2nc(-c3ccc(C)cc3)c3c(c2c1N)CCCC3	-2	0	3.4	3	-12	-11	-50	0	98
CCC(C)(C)NC(=O)c1ccc(S(=O)(=O)N2CCCCCC2)cc1	-1	37	-0.3	-7	2	4	-1	5	122
Cc1ccc(S(=O)(=O)N2CCOCC2)cc1NC(=O)Cn1ccsc1=N	0	-4	-0.7	16	1	-2	12	0	x
O=C(NC(=S)N1CCCC1)c1ccccc1Cl	-6	10	1.8	-5	5	-2	-5	7	103
Cc1nc(NC(=O)COC(=O)CCS(=O)(=O)c2ccccc2Cl)c(Cl)cc1Cl	-4	-5	-1.6	-20	7	-6	-7	6	97
CCCCC(=O)Nc1ccc(C(=O)Nc2ccc3c(c2)OCO3)cc1	0	10	-0.3	-9	0	-6	-1	-2	60
Cc1c(C(=O)Nc2cc(F)cc(F)c2)cnn1-c1ccccc1	0	14	0.7	-12	-3	-3	-17	1	109
Cc1ccc(OCc2ccc(Br)cc2)c([N+](=O)[O-])n1	5	15	x	-20	x	-9	x	x	107
CC1=NN(C(N)=S)C(C)(C)C1	1	6	0.1	2	-12	-4	3	2	85
CCOC(=O)C1CCN(C(=O)c2ccccc2Oc2ccccc2)CC1	3	7	-0.6	-16	-2	-4	7	0	98
CCc1ccccc1NC(=O)Nc1cccs1	-1	-10	-1.6	-5	-3	-2	7	-5	107
O=S(=O)(c1ccc(N2CCCC2)cc1)C(F)(F)F	-1	34	0.8	-16	-12	-5	-5	2	102
CC(C)(O)CN(C(=O)C(c1ccccc1)c1ccccc1)C1CCCCC1	x	x	0.9	x	-3	-4	5	-4	x
C[C@]1(CC/C(=C/CO)CO)[C@H](CO)CC[C@@]23COC(=O)C2=CCC[C@@H]31	6	x	1.1	x	9	-3	13	3	x
CCCn1c(N)c(N(CCOC)C(=O)COC(=O)c2ccccc2NCCO)c(=O)[nH]c1=O	-7	x	2.2	x	1	-5	-3	2	x
CCn1c(O)c(N=NC(=O)CNC(=O)c2cccnc2)c2ccccc21	x	x	4.2	x	2	-4	-5	x	x
N#Cc1sc2nc(C3CC3)cc(-c3ccccc3)c2c1N	-3	11	2.9	-6	8	-3	-43	-5	131*
Clc1ccc(Cn2c(/C=C/c3ccco3)nc3ccccc32)cc1	2	-3	33	-7	2	-6	4	0	96

Shown with each value named: 2 of the compounds above
Cc1nc(NC(=O)COC(=O)CCS(=O)(=O)c2ccccc2Cl)c(Cl)cc1Cl
  IDE cell inh: -4	PHOSPHO1 inh: -5	CRFBP-R2 agonist: -1.6	p-CIP stab down: -20	M4 PAM: 7	GalR3 antagonist: -6	CRFR2-BP antag: -7	IDE act: 6	MEKK3 PB1 HTS: 97
CCC1(C)CC(c2nc(-c3ccc(OC)cc3)cs2)CCS1 (centres undefined)
  IDE cell inh: 2	PHOSPHO1 inh: -1	CRFBP-R2 agonist: 2.5	p-CIP stab down: -2	M4 PAM: 5	GalR3 antagonist: -4	CRFR2-BP antag: -28	IDE act: -3	MEKK3 PB1 HTS: 99

(list continues)
SMILES	IDE cell inh	PHOSPHO1 inh	CRFBP-R2 agonist	p-CIP stab down	M4 PAM	GalR3 antagonist	CRFR2-BP antag	IDE act	MEKK3 PB1 HTS
CC(=O)Nc1ccc(S(=O)(=O)N2CCN(S(=O)(=O)c3ccc(F)c(F)c3F)CC2)cc1	1	31	-0.7	-12	1	-8	8	-1	98
O=C(O)c1ccccc1NC(=O)c1cc2ccccc2oc1=O	x	-1	-2.2	-7	-4	-11	16	0	102
O=C(NCc1ccccc1)c1onc(CSc2ccc(F)c(F)c2)c1C(=O)NCc1ccccc1	1	x	3.7	x	-2	-3	1	0	98
O=C1NC(=O)c2cc(NC(=O)c3cccc4ccccc34)ccc21	-5	25	1.1	-2	-7	-1	-3	4	105
CCOC(=O)C1=NOC(Cn2cc(C#N)c(=O)n(C)c2=O)C1 (centres undefined)	1	37	-1.6	-1	-1	-2	10	6	105
Cc1ccc(NC(=S)N(CCCN2CCOCC2)Cc2ccco2)cc1Cl	5	-7	-1.2	-16	-5	-8	11	5	98
NC(=O)c1ccc(NC(=O)COC(=O)/C=C/c2ccc(Br)o2)cc1	2	x	0.8	x	-2	-5	-2	-1	x
COC(=O)c1ccc2c(c1)NC(=O)C(N1CCOCC1)S2 (centres undefined)	-6	-4	-3.0	6	-12	-1	-3	7	92
C/C(CCN1CCc2nc(-c3ccccc3)c(-c3ccccc3)cc2C1)=N\O[C@@H](C)c1cc(-c2c(C)cc(C)cc2C)no1	0	-11	-3.1	-5	8	x	6	4	94
Cc1ccc(NC(=O)c2ccc(S(=O)(=O)Nc3c(C)n(C)n(-c4ccccc4)c3=O)cc2)nc1	-14	x	0.0	x	3	-3	0	7	x
CC(C)=CCc1cc([C@@H]2CC(=O)c3ccc(O)c(CC=C(C)C)c3O2)ccc1O	-5	x	-0.5	x	-4	-8	-8	3	103
Cc1cc(C)n(C(=O)c2cccc([N+](=O)[O-])c2)n1	4	-25	0.3	2	4	-9	10	2	100
N#Cc1cn(CC(=O)N2CCCC2)c2ccccc12	-1	34	-1.1	-1	-1	-2	17	-1	96
NC(=O)c1ccc(SCC(=O)OCC(=O)N2CCCC2=O)c([N+](=O)[O-])c1	-4	x	-0.8	x	1	-3	3	4	x
COc1ccc(-n2nc(C(=O)NCC(=O)NCCCN3CCOCC3)c3ccccc3c2=O)cc1OC	2	44	-0.4	-2	1	-5	10	-1	100
O=c1[nH]c2cc([N+](=O)[O-])ccc2c2ccc([N+](=O)[O-])cc12	x	x	-2.2	x	9	-6	9	-5	x
COC(=O)c1ccc(C2NC(=O)c3ccccc3O2)cc1 (centres undefined)	-4	37	0.3	2	2	-6	-4	0	100
Cc1ccc(CNC(=O)COC(=O)c2cnc(C)cn2)cc1	-4	24	1.4	9	-1	-6	3	1	99
CC(c1nc2ccccc2c(=O)[nH]1)N1CCN(C)CC1 (centres undefined)	0	-20	-0.6	-13	4	-2	-16	5	103
COc1ccc(CCNC(=O)c2c(O)c3cc(OC)c(OC)cc3[nH]c2=O)cc1OC	x	x	-3.5	x	10	-5	-5	x	x
O=c1c2ccccc2cnn1Cc1nnc(-c2cccs2)o1	-1	31	-0.2	0	-5	-9	3	-3	98
COc1nc(Nc2ccc3c(c2)OCO3)nc(OC)n1	3	-11	-0.4	-10	9	3	28	5	97
O=c1c2ccccc2nc(/C=C/c2cc(Br)ccc2O)n1CCO	3	x	6.0	x	-29	-3	-2	3	x
O=C(Nc1ccc(Cl)cc1)OCc1cn(-c2ccc(Cl)cc2)nn1	-6	4	1.0	-3	0	-5	5	2	102
Clc1ccc2nc(-c3ccccc3)cn2c1	-2	x	-4.3	2	-4	-8	17	-2	101
NC(CSC(c1ccccc1)(c1ccccc1)c1ccc2c(c1)OCO2)C(=O)O (centres undefined)	x	x	-1.8	x	-3	-5	-2	x	x
COc1ccc(Oc2nc(C)nc3c2oc2ccccc23)cc1	-3	-8	-1.5	-9	5	-2	0	3	116
CCc1nc(Cl)c(C#N)c2c1CCCC2	3	4	-2.2	0	14	0	3	-2	116

Bioassay records (PubChem)
